# SENP8 inh: inhibitors of human SENP8 protease | Q96LD8 | purified SENP8, Z-RLRGG-aminoluciferin cleavage, luminescence | inhibition, % at 10 µM | 330,000 tested, 1.2% active
# Jurkat NFkB inh: lowers PMA/ionomycin-induced NF-kB signal in Jurkat cells; PMA/ionomycin-induced NF-kB luciferase reporter, luminescence; inhibition, % at 4 µM; 330,000 tested, 0.53% active
# UBC13 inh: human UBC13 polyubiquitination inhibition; P61088; AID 485273; 330,000 tested, 0.47% active; inhibition, % at 20 µM; UBC13 polyubiquitin chain formation, TR-FRET; in the data active means inhibition above about 45%, passing the limit was not always enough
# Gli-Sufu antag: antagonists of Gli-Sufu signaling; 340,000 tested, 0.74% active; inhibition, % at 5 µM; Sufu-KO-LIGHT fibroblasts, Gli luciferase reporter luminescence; AID 588413;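 active means inhibition above about 55%, limit read from the data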;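 further: 0% = DMSO-treated cells and 100% = wells with medium but no cells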
# SENP7 block: blocks the human protease SENP7; Q9BQF6; recombinant SENP7, Z-RLRGG-aminoluciferin luminescence, 40 min; inhibition, % at 5 µM; 330,000 tested, 1.5% active;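 active means inhibition above about 50% at the single test dose, limit read from the data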;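 further: plate controls were DMSO with enzyme for no effect and no enzyme buffer wells for full effect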
# 697 NFkB inh: lowers PMA/ionomycin-induced NF-kB signal in 697 B cells. 697 B-cell NF-kB luciferase reporter, 16 h. inhibition, % at 4 µM. 330,000 tested, 0.33% active. AID 435022; in the data active means inhibition above about 35%
# HKDC1 inh: HKDC1 (human) hexokinase inhibition. Q2TB90. recombinant HKDC1, G6PDH/diaphorase resazurin coupled fluorescence. inhibition, % at 20 µM. 340,000 tested, 0.16% active. AID 493160;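 active means inhibition above about 35% when tested at 20 µM, limit read from the data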;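 further: plate controls were DMSO wells with enzyme for no effect and DMSO wells lacking enzyme for full effect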
#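 Test system: HK5 enzyme. Quantity: 5 µg/mL HK5 final. Reagent: glucose and ATP substrates. Schedule: 90 min reaction incubation at room temperature, dark. Technique: resazurin-to-resorufin fluorescence via G6PDH and diaphorase coupling, 525/613 nm. Control set: DMSO wells with and without enzyme mix.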
# Apaf1 inhib: blocks human Apaf-1 apoptosome activity. AID 489030. reconstituted apoptosome caspase-3 activity, DEVD-Rh110 fluorescence. O14727. inhibition, % at 20 µM. 330,000 tested, 0.71% active; active means inhibition of at least 40% at 20 µM;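 further: plate controls were DMSO wells for no effect and DEVD-CHO caspase inhibitor wells for full effect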
# Target sequence (O14727 whole entry, looked up): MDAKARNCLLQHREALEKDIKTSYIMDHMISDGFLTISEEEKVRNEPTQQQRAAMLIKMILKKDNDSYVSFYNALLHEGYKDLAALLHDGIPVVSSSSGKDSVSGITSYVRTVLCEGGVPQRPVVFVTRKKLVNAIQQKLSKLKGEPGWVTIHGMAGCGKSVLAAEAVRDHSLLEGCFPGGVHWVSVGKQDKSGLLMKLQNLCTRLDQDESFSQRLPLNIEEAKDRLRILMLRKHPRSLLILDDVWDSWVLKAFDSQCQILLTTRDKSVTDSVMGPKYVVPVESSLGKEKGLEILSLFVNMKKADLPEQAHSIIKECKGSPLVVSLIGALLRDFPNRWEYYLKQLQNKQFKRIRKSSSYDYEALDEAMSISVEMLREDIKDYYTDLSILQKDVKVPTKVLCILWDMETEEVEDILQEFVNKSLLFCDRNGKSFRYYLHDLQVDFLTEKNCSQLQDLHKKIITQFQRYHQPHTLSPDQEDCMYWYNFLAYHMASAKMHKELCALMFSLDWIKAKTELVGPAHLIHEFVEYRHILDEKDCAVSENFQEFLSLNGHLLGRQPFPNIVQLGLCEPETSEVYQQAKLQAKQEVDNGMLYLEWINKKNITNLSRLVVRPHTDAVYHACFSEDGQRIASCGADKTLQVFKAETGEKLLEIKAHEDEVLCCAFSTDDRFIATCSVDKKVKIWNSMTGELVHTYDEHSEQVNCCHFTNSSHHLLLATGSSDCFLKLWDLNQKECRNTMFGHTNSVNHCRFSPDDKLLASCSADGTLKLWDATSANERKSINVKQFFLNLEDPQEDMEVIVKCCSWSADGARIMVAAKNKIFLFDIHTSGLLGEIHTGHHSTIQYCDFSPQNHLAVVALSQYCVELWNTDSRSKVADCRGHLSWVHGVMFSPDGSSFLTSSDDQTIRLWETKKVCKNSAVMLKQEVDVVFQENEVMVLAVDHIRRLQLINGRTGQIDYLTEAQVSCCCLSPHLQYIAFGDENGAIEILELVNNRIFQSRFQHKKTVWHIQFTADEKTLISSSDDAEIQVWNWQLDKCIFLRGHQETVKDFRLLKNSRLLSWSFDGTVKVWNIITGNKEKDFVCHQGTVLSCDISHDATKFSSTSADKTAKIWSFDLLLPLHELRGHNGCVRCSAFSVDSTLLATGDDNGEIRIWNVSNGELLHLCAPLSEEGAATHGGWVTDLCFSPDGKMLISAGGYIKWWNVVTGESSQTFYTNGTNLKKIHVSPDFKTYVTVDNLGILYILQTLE
#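 Assay system – apoptosome proteins · Medium – Hepes buffer, pH 7.5 · Also added – cytochrome c with DEVD-Rh110 · Timing – 30 min compound preincubation, 50 min activation, room temperature · Detection – Rh110 fluorescence, excitation 480 nm, emission 540 nm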
# Numbers without * were called inactive; . = not tested or not shown; & = joins results of further samples. Unless noted, no stated cut-off is given here; in the data, active means inhibition above about 50%; inactive means the rest.
SMILES,SENP8 inh,Jurkat NFkB inh,UBC13 inh,Gli-Sufu antag,SENP7 block,697 NFkB inh,HKDC1 inh,Apaf1 inhib
OC(CN1CCOCC1)c1csc2ccccc12 (configuration not stated),-10.9,-4.3,1.9,-6.1,-8.3,-6.8,-2.9,1.2
O=[N+]([O-])c1cc(O)c(O)c([N+](=O)[O-])c1,6.3,2.6,-12.0,-2.6,-2.8,14.8,3.1,-8.4
COC(=O)C1=C(c2cc3ccccc3s2)C[C@@H]2CC[C@H]1N2C(=O)N1CCCCC1,-10.4,38.4,-6.1,-7.0,5.0,-16.0,-2.6,22.5
C=Cn1ccnc1P(=S)(c1ccc(Cl)cc1)c1nccn1C=C,-1.7,5.7,3.9,-10.0,10.4,9.2,-6.4,0.7
CCOc1ccc(CN(CCCl)CCCl)cc1C(=O)OC,-7.1,-10.9,1.6,5.2,-0.1,1.7,6.0,-1.6
BrCC(Br)C1CCC(Br)C(Br)C1 (configuration not stated),1.4,1.7,9.2,-3.1,1.6,-2.9,6.6,9.9
c1ccc2c(CN3CCOCC3)c[nH]c2c1,-1.1,-1.6,5.2,1.7,-5.6,13.4,-0.5,-4.1
CN1CCC(OC(=O)c2cccc(F)c2)CC1,-4.5,-25.0,2.1,5.0,-2.6,-4.8,-7.9,-0.2
CC(=O)NC1CC2CCCC(C1)N2 (configuration not stated),4.1,-12.4,4.9,2.0,-3.6,8.2,-1.5,-1.4
Cc1noc(C)c1CC(=O)N1CCCC(N2CCN(c3ccccc3F)CC2)C1 (configuration not stated),11.3,10.7,-8.2,16.6,-2.0,5.5,-7.7,-7.2
CN(C)C1(CNC(=O)c2ccc(NS(=O)(=O)c3ccc(Cl)c(Cl)c3)cc2)CCCCC1,15.1,0.3,14.1,6.5,-5.3,18.2,-3.2,4.7
C[C@@H]1CC2(CCCC[N+]2(C)C)C[C@H]1C,2.1,-17.0,-0.3,-2.3,6.7,3.9,6.2,-2.5
CC1(C)CC(=O)c2cc(OCC(=O)N3CCN(Cc4ccccc4)CC3)ccc2O1,-6.1,1.3,6.1,2.6,-8.9,5.3,-5.3,5.2
COC(=O)C1=C(c2ccc(F)cc2F)C[C@@H]2CC[C@H]1N2C(=O)N1CCCCC1,0.8,-3.3,4.4,-0.2,1.2,20.9,-0.9,4.4
Cc1cc(C)nc(-n2c(C)nc3cc(Cl)ccc3c2=O)c1,-1.1,21.1,2.0,-13.6,-2.2,11.0,-3.8,-3.6
CC(=O)N1CCN(Cc2ccc(Cl)nc2)CC1,-6.4,-12.0,2.5,-3.5,-9.7,-24.6,0.4,3.8
COC(=O)C1=C(c2ccc(F)cc2F)C[C@@H]2CC[C@H]1N2C(=O)NCCOc1ccc(OC)cc1,-9.3,-17.8,-7.7,0.0,-3.7,-10.1,-0.4,27.7
CC(C)COc1ccc(C2(C#N)CC[N+](C)(C)CC2)cc1,-12.3,-6.5,-2.1,-11.4,-9.8,-11.5,-3.6,4.5
O=c1c2ccccc2nc(CSc2ncnc3nc[nH]c23)n1-c1ccc(Cl)c(Cl)c1,-8.1,-3.6,-7.5,4.6,-12.0,-16.5,-2.6,21.2
O=c1[nH]c(O)c(C=Nc2ccccc2Oc2ccccc2)c(=O)[nH]1,4.4,-5.5,1.8,-3.7,5.5,3.3,0.8,1.3
COc1ccc(CN2CCNCC2)cc1,-5.7,-0.5,5.6,-14.8,-8.2,3.8,-3.7,-2.3
COc1ccc(OC)c(N2C(=O)CC(=O)NC2=O)c1,-0.5,1.8,-5.1,7.7,-2.3,16.9,1.7,0.1
CCCC12CN3CC(CCC)(CN(C1)C3c1ccccn1)C2=O (configuration not stated),-1.5,5.7,4.0,3.4,-1.0,-8.7,5.5,-13.8
CC(=O)OCC(=O)[C@H]1CC[C@H]2[C@@H]3CC[C@H]4C[C@H](O)CC[C@]4(C)[C@H]3C(=O)C[C@]12C,-8.9,-1.8,-19.8,6.9,-5.2,-6.5,-4.0,3.2
COCCNC(=O)c1c(N)n(CCC(C)C)c2nc3ccccc3nc12,81.2*,5.8,35.5,7.4,28.8,20.6,14.3,82.1*
Fc1ccccc1CCNCc1ccccc1,-10.9,-3.7,0.7,11.7,-6.8,-7.6,-12.6,6.1
O=C1NC(=O)N(c2ccccc2)C(=O)/C1=C\c1ccc2c3c(cccc13)CC2,-11.9,-7.4,37.1,.,-2.7,-14.0,.,9.1
COc1ccc(C2=CC(c3ccc(OC)c(OC)c3)c3c(c4ccccc4oc3=O)O2)cc1OC (configuration not stated),6.4,32.1,29.5,7.4,0.6,-27.5,1.1,9.1
Cc1cc(/C=C2\C(=O)NC(=O)N(Cc3ccco3)C2=O)c(C)n1-c1ccc(C(=O)O)cc1,-5.8,-2.1,-24.7,7.3,-3.2,7.6,9.6,-5.3
Cc1ccc(O)c(CN2CCN(c3ccccc3)CC2)c1,4.4,-2.6,7.6,4.6,-2.4,-4.8,-0.8,7.9
COc1ccc2c(c1)C13CCCC[C@@H]1C(C2)N(C)CC3 (some centres not stated),7.6,6.6,13.5,23.6,-2.8,-7.8,-8.8,-8.5
O=C1NC(=O)N(CCc2ccc(F)cc2)C(=O)/C1=C/c1ccco1,4.4,-0.8,-9.7,-1.4,1.9,-2.8,9.0,2.1
CCC(C(=O)N1CCC2(CC1)OCCO2)c1ccccc1 (configuration not stated),-1.5,1.2,2.9,-15.9,-2.7,16.8,4.5,-15.9
COC(=O)C1=C(c2cccc(OC)c2OC)C[C@@H]2CC[C@H]1N2C(=O)NCc1ccc(C(F)(F)F)cc1,3.9,1.0,10.8,10.2,-8.0,0.2,0.9,2.8
CN1C(=O)C(=CN2CCN(C(=O)c3ccco3)CC2)C(=O)N(C)C1=S,-4.4,-4.5,-18.3,12.3,-3.7,-3.6,-0.6,8.3
Cc1ccccc1OCCN=Cc1c(O)n(C)c(=O)n(C)c1=O,-3.6,13.3,10.3,8.8,3.3,-1.8,-5.8,-5.5
COC(=O)c1ccc(CN2CCSC2=N)cc1,5.6,6.6,-6.2,-3.5,3.0,1.2,-3.1,-1.3
CCOc1ccc(N2C(=O)NC(=O)/C(=C\c3ccc(N4CCOCC4)cc3C)C2=O)cc1,-8.9,-13.8,-15.4,-3.7,1.9,12.4,4.6,-11.7
COc1ccc(C=C2C(=O)N(C)C(=O)N(C)C2=O)cc1CSc1ccccn1,3.5,-13.0,13.9,7.5,-0.7,10.6,-3.8,2.2
C[C@]12CC[C@H](O)CC1=CCC1C2CC[C@]2(C)C(=O)[C@H](Br)CC12 (some centres not stated),11.1,7.0,10.7,5.2,-4.0,30.5,5.2,-7.6
CN1CCN(c2ccc(S(C)(=O)=O)cc2[N+](=O)[O-])CC1,-2.3,-1.9,-6.2,1.0,5.8,-6.4,-12.1,-1.9
CC(C)(C)NC(=O)C1CC2CCCCC2CN1 (configuration not stated),3.2,-3.1,7.0,-7.2,3.5,14.3,-1.2,0.4
O=C(NC1(C(F)(F)F)Oc2ccccc2O1)N1CCC2(CC1)OCCO2,-6.1,9.3,14.4,26.5,0.9,0.6,4.9,-23.3
C=CCN1C(=O)NC(=O)/C(=C/c2ccoc2)C1=O,-5.3,7.6,-5.2,0.7,6.7,16.2,-2.5,0.4
CC(C)c1onc(C(=O)N2CCC3(CC2)OCCO3)c1[N+](=O)[O-],-6.2,-3.0,-0.4,4.8,5.7,19.8,-2.2,-2.5
CC(C)c1ccc(NC(=O)CCNC(=O)N2C[C@H]3C[C@@H](C2)c2cccc(=O)n2C3)cc1,-11.5,-4.9,-7.3,-2.1,6.6,2.2,-4.4,-6.8
COc1ccc(CN2CCCCC2c2cccnc2)cc1C (configuration not stated),0.1,10.2,5.8,4.9,-3.5,-4.0,-1.5,-24.4
Cc1cc(C)cc(N2C(=O)NC(=O)/C(=C\c3cc(C)n(C)c3C)C2=O)c1,2.5,5.2,-15.2,-2.0,3.5,-10.5,-5.5,0.7

# Taken from the entries so far, 3 compounds:
SMILES,SENP8 inh,Jurkat NFkB inh,UBC13 inh,Gli-Sufu antag,SENP7 block,697 NFkB inh,HKDC1 inh,Apaf1 inhib
C=CCN1C(=O)NC(=O)/C(=C/c2ccoc2)C1=O,-5.3,7.6,-5.2,0.7,6.7,16.2,-2.5,0.4
CC(C)c1onc(C(=O)N2CCC3(CC2)OCCO3)c1[N+](=O)[O-],-6.2,-3.0,-0.4,4.8,5.7,19.8,-2.2,-2.5
CC(C)c1ccc(NC(=O)CCNC(=O)N2C[C@H]3C[C@@H](C2)c2cccc(=O)n2C3)cc1,-11.5,-4.9,-7.3,-2.1,6.6,2.2,-4.4,-6.8

# The list continues.
SMILES,SENP8 inh,Jurkat NFkB inh,UBC13 inh,Gli-Sufu antag,SENP7 block,697 NFkB inh,HKDC1 inh,Apaf1 inhib
Cc1cc(-c2ccccc2)cc(-c2ccccc2)[n+]1CCc1ccccc1,-3.3,42.5,24.2,91.7*,-2.2,32.6,-6.7,13.1
O=C(c1n[nH]c(=O)c2ccccc12)N1CCC2(CC1)OCCO2,-6.0,-0.3,-0.9,7.3,-0.3,12.1,-2.9,-2.5
CC(C)CC(N(C)C)C1(c2ccc(Cl)cc2)CCC1 (configuration not stated),-1.2,-8.4,-3.2,-9.4&-5.2,1.8,18.7,0.7&-2.7,3.6
Cc1c(Oc2cc(NN3CCCCC3)c([N+](=O)[O-])cc2[N+](=O)[O-])cccc1[N+](=O)[O-],2.4,5.5,-3.3,4.7,7.1,10.7,4.0,8.0
CCOC(=O)C1=C(C)OC(N)=C(C(=O)OCC)[C@@]12C(=O)N(CC(N)=O)c1ccccc12,-0.1,-4.0,-0.3,-0.6,-0.2,6.7,-4.7,-5.0
COc1ccc(C2C(C(=O)N3CCC4(CC3)OCCO4)CC(=O)N2c2ccc(OC)cc2)cc1 (configuration not stated),-2.4,-0.2,3.8,7.7,1.0,2.6,-0.3,0.9
COc1ccc(CN2CCN(Cc3ccccc3)CC2)c(OC)c1,-7.1,9.7,15.4,4.0,-7.5,11.3,-3.2,-14.8
CN(C)c1ccc2c(c1)N=C(c1ccco1)OP2(=S)N1CCOCC1 (configuration not stated),2.6,-36.2,-4.3,-12.1,1.9,-16.3,-2.2,-16.3
O=C(c1cccn2c(=O)c3ccc(Cl)cc3nc12)N1CCC2(CC1)OCCO2,-2.0,-10.6,0.1,-0.5,12.1,13.1,-3.3,-6.9
C=CCn1c(O)c(C=NC2CCN(Cc3ccccc3)CC2)c(=O)[nH]c1=O,5.1,-13.0,2.6,2.5,0.7,9.4,-4.2,-21.6
COc1ccc2c(c1)c(C(=O)CN1CCN(C)CC1)c(C)n2Cc1ccccc1,-6.5,-8.6,11.2,2.1,10.7,-17.3,1.2,16.5
Cc1ccccc1NP(=O)(Oc1ccccc1F)Oc1ccccc1F,-10.8,-3.0,-4.8,17.4,-1.0,10.7,-4.0,12.4
C=CCN1C(=O)C2(C(C(=O)OCC)=C(N)Oc3ccccc32)C2=C1CCCC2=O (configuration not stated),-1.0,0.0,-6.3,-1.7,-3.4,26.9,-6.4,17.8
O=c1[nH]c(=O)n(-c2ccccc2)c(O)c1C=NC12CN3CN(CN(C3)C1)C2,1.0,1.5,6.4,.,1.6,9.5,.,-4.6
c1ccc(-c2[nH]c[n+](CC3CO3)c2-c2ccccc2)cc1 (configuration not stated),-1.9,11.6,18.9,.,1.9,5.0,.,51.1*
COc1ccc(OC)c(-n2c(O)c(/C=C3\C(C)=Nc4ccccc43)c(=O)[nH]c2=O)c1,-2.4,2.4,-28.6,1.2,-6.2,-24.0,7.2,-18.4
CC1CCC(N(C)C2CCN(C)CC2)CC1 (configuration not stated),-4.0,-32.0,-4.8,1.8,-0.1,2.0,3.4,12.2
COc1cc(OC)c(OC)cc1CNCCc1ccc2c(c1)OCO2,-8.9,10.8,1.0,18.7,-11.6,10.3,-7.0,-14.0
CC(C(=O)c1c[nH]c2ccccc12)N1CCSCC1 (configuration not stated),-4.1,4.6,4.7,-14.0,-0.8,13.3,-1.1,-10.1
CCn1c(=O)n(CC)c2cc([N+](=O)[O-])c(N3CCNCC3)cc21,-7.7,-6.1,-34.6,13.0,-12.8,0.2,-5.0,-12.7

# A portion of the library (hit frequency here may not be typical).
